High-throughput results (PubChem BioAssay)
LGR2 antag: inhibitors of bursicon-induced Drosophila LGR2 receptor cAMP signaling | HEK293 LGR2, CRE-luciferase, bursicon-stimulated, 4 h | inhibition, % at 9.99 µM | 0.35% of 380,000 active | AID 720647;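 active = drop in luminescence signal, shown as inhibition above about 50% in the replicate tests, limit read from the data, passing the limit was not always enough; inconclusive = probably only some replicates passing the limit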;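 note: agonist challenge used bursicon conditioned medium at about half maximal strength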
ARNT TACC3 PPI: disruptors of human ARNT/TACC3 interaction; inhibition, % at 9.99 µM; AlphaScreen His-ARNT PAS-B/GST-TACC3 binding, luminescence; TACC3 fragment carries E629A point mutation; AID 623870; 0.66% of 390,000 active;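 active = mean inhibition of replicates at least 50% and at least half of replicates each reaching 50%; inconclusive = half or more replicates reach 50% but mean below 50%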;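 note: 0% = complete ARNT plus TACC3 wells and 100% = ARNT alone without TACC3; many hits fall short of the cut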
Numbers without * were called inactive; ? = inconclusive. A portion of the library; the hit share may differ from the screen's.

SMILES	LGR2 antag	ARNT TACC3 PPI
O=S(=O)(/N=C(\Sc1ccc(Cl)cc1)c1ccccc1)c1ccccc1	-2	-5
COc1ccc(Cl)cc1C(=O)Nc1ccccc1N1CCN(C)CC1	6	1
CCOC(=O)CSc1nc2c(sc(=S)n2Cc2ccco2)c(=O)n1-c1ccccc1	3	0
Cc1nn(C)c(C)c1CN(C)C(=O)c1cnn2c1NC(c1ccccc1)CC2C(F)(F)F (stereo unspecified)	5	-3
COc1ccc(C(c2nnnn2CCc2ccccc2)N2CCN(C)CC2)cc1OC (stereo unspecified)	30	4
N#CCSCC(=O)Nc1ccc(Cl)cc1	4	1
CCOC(CNC(=O)c1ccc(N2CCc3ccccc32)c([N+](=O)[O-])c1)OCC	4	-15
CC(Sc1nnc2ccccn12)C(=O)N1CCc2ccccc2C1 (stereo unspecified)	2	-3
COc1cccc(N2CCN(c3c4c(nc5ncnn35)CCC4)CC2)c1	1	27
COc1cc(/C=N\n2nnnc2N)ccc1OCc1ccc(F)cc1	-20	0
COc1cc(NC(=O)c2cc([N+](=O)[O-])ccc2Br)ccc1NC(=O)c1ccco1	1	1
CC(C)(C)C(=O)NC(NC(=S)Nc1ccc(S(N)(=O)=O)cc1)C(Cl)(Cl)Cl (stereo unspecified)	-4	9

Reprinted from the results shown for reference:
SMILES	LGR2 antag	ARNT TACC3 PPI
COc1cc(NC(=O)c2cc([N+](=O)[O-])ccc2Br)ccc1NC(=O)c1ccco1	1	1
CC(C)(C)C(=O)NC(NC(=S)Nc1ccc(S(N)(=O)=O)cc1)C(Cl)(Cl)Cl (stereo unspecified)	-4	9

The listing picks up, repeating the 4 entries before the break.
SMILES	LGR2 antag	ARNT TACC3 PPI
COc1cccc(N2CCN(c3c4c(nc5ncnn35)CCC4)CC2)c1	1	27
COc1cc(/C=N\n2nnnc2N)ccc1OCc1ccc(F)cc1	-20	0
COc1cc(NC(=O)c2cc([N+](=O)[O-])ccc2Br)ccc1NC(=O)c1ccco1	1	1
CC(C)(C)C(=O)NC(NC(=S)Nc1ccc(S(N)(=O)=O)cc1)C(Cl)(Cl)Cl (stereo unspecified)	-4	9
Cc1ccccc1C(=O)OCCN1CCOCC1	9	-10
CCNc1cc(=O)n(C)c(=O)n1C	3	-8
CCOC(=O)CSc1nnc(CNC(=O)c2cccs2)n1-c1cc(C)ccc1C	6	-1
CCc1cccc(C)c1NC(=O)c1cccc(N(C)C)c1	-2	-2
CCOC(=O)Cc1[nH]nc2c1C(C1C=CCCC1)C(C#N)=C(N)O2 (stereo unspecified)	21	2
CCN(CC)C(=O)c1sc(NC(=O)C(Sc2ccccc2)c2ccccc2)c(C(=O)OC(C)C)c1C (stereo unspecified)	-16	2
O=C(Nc1ccc(N2CCOCC2)cc1)c1cccc(S(=O)(=O)N2CCCC2)c1	10	-1
CCOCCCNC(=O)C1CCN(S(=O)(=O)c2ccc(C)cc2)CC1	-2	-3
CN(C)c1nc(N)nc(-c2cccnc2)n1	-23	-1
COC(=O)CSc1nnc(SCc2ccc(OC)cc2)s1	24	-1
O=C(O)CCC(=O)N1CCc2cc(S(=O)(=O)NC3CCCc4ccccc43)ccc21 (stereo unspecified)	17	3
CCCOc1ccc(-c2nc(N)n[nH]2)cc1	1	3
CCOC(=O)C1=C(c2ccccc2)OC(N)=C(C#N)C1C1CCCCC1 (stereo unspecified)	14	27
Cc1ccc(S(=O)(=O)N2CCCC(c3nc(-c4ccc(C)o4)no3)C2)cc1 (stereo unspecified)	-8	-5
Cc1ccc(N2CC(C(=O)Nc3ccc(S(=O)(=O)N4CCCC4)cc3)CC2=O)cc1 (stereo unspecified)	-8	2
CCOC(=O)CSC1=C(C#N)C(c2ccccc2)C(C(C)=O)=C(C)N1 (stereo unspecified)	-14	27
O=S1(=O)CC(O)C(NCc2cccnc2)C1 (stereo unspecified)	-13	-6
O=C(CCNS(=O)(=O)c1cccc2nsnc12)N1CCc2ccccc21	1	-5
Cc1ccccc1Cn1cc(NC(=O)c2cc(-c3cccs3)on2)cn1	-6	-8
CCOC(=O)c1c(NC(=O)CSc2nnc(Cc3csc(N)n3)n2C)sc(C)c1C	-10	40
O=C(O)Cn1cc(C(=S)N2CCOCC2)c2ccccc21	6	28
COc1ccc2nc(NC(=O)C3CCCN3S(=O)(=O)c3ccc(C)cc3)sc2c1 (stereo unspecified)	10	-14
O=C(CSc1nnnn1-c1cccc(F)c1)Nc1nc2ccccc2s1	-4	-22
COCCn1c(SCC(=O)NC(=O)NC(C)(C)C)nc2ccccc21	-17	0
Cc1nn(Cc2ccccc2)c(C)c1N	-6	1
Cc1cc(NC(=O)CSc2nc(C3CC3)nc3sc(C)c(C)c23)no1	2	2
Cc1cc(=O)[nH]c(SCC(=O)c2ccccc2)c1C#N	-2	-8
O=C(Nc1ccc(F)cc1)C1C(c2ccccc2)C1(Cl)Cl (stereo unspecified)	?	-13
COCCn1c(=S)[nH]c2cc(C(=O)N3CCN(c4ccc(F)cc4)CC3)ccc2c1=O	11	-3
CC(C)(C)C(=O)Nc1ccc2oc(-c3cc(F)c(F)cc3Cl)nc2c1	-120	6
O=C(Nc1ccc(S(=O)(=O)Nc2nccs2)cc1)c1cc(-c2ccccc2)nc2ccccc12	4	8
CNC(=O)C1=NCCCc2cc(OC)c(OC)cc21	-4	6
O=C(Nc1ccc2oc(-c3cccnc3)nc2c1)c1ccc(Br)o1	17	-19
C=CCSc1nnc2c(n1)OC(c1ccccn1)N(C(C)=O)c1ccccc1-2 (stereo unspecified)	18	1
CCN(CC)c1ccc2cc(-c3nnc(-c4ccncc4)o3)c(=O)oc2c1	-30	-2
CCCCOCCCNC(=O)Cc1cccs1	-10	-17
CN(C)N1C(N)=C(C#N)C(c2cccnc2)C2=C1CCCC2=O (stereo unspecified)	4	9
CC1CCCCC12NC(=O)N(Cn1nnc3ccccc3c1=O)C2=O (stereo unspecified)	-10	3
CC(C)n1c(SCC(N)=O)nc2c1c(=O)[nH]c(=O)n2C	6	-1
Cc1ccc(SCc2cc(=O)n3[nH]cnc3n2)cc1	23	-3
Cc1ccc(N(C)S(=O)(=O)c2cccc(C(=O)Nc3nc4ccccc4[nH]3)c2)cc1	8	-1
C=CCOc1c(CNn2nnnc2N)cccc1OC	-7	-4
CC(C)S(=O)(=O)C1=NSC2=NC(=O)/C(=C\c3ccc(-c4ccccc4)o3)C(=N)N21	29	-17
C/C(=N\NC(=O)c1nn(C)c(C)c1Br)c1ccc(NC(=O)c2ccoc2C)cc1	-10	-6
O=C(NC1CCCCC1)c1cccc(S(=O)(=O)N2CCOCC2)c1	-1	-2
CCOC(=O)C1=C(N)OC2=C(C(=O)CC(C)(C)C2)C1C1CCCCC1 (stereo unspecified)	-3	0
CCS(=O)(=O)N1CCC(C(=O)NCc2ccccn2)CC1	-4	11
O=C(CCCOc1ccccc1)N1CCN(c2ccccc2)CC1	-59	0
COc1cccc(N/C(SCc2ccccc2C)=C(/C#N)C(=O)NCc2cccs2)c1	13	17
O=C(CN1CCOCC1)Nc1c2c(nc3c1CCC3)CCC2	0	-4
Cc1cc(C)c(S(=O)(=O)Nc2ccc3c4c(cccc24)CC3)c(C)c1	-21	-17
CCOC(=O)C1CCN(C(=O)Nc2ccc3oc(C)nc3c2)CC1	0	7
Cc1ccc(-c2csc3ncnc(-n4nc(C)cc4N)c23)cc1	2	1
COc1ccc(C(=O)NC(=S)N2CCCCC2)cc1	-14	7
COc1nc(-c2ccccc2)c2c(c1C#N)CC(C)(C)OC2	-30	-2
Nc1nnc(N2CCCCC2)s1	4	3
COc1ccc(C(=O)Nc2ccccc2C(=O)NC(Cc2ccc(O)cc2)C(=O)NNC(=O)c2ccccc2Cl)cc1 (stereo unspecified)	-8	-2
Cc1ccc(-c2noc(CCCc3ccccc3)n2)cc1	-52	-18
C=CCNCCOc1ccccc1-c1ccccc1	18	-2
O=C(CSc1ncnc2c1cnn2-c1ccccc1Cl)N1CCN(C(=O)c2ccco2)CC1	21	1
Next results follow:
SMILES	LGR2 antag	ARNT TACC3 PPI
COC(=O)[C@@H](NC(=O)NC1CCCc2ccccc21)C(C)C (stereo partly specified)	-7	-2
CC(C)NC(=O)c1nc2ccccc2s1	-54	10
COc1cc(C(=O)Oc2cccc(C=O)c2)cc(OC)c1OC	-15	-3
O=C(Cn1nc(-c2ccc(F)cc2)ccc1=O)Nc1ccc(C(=O)NC2CC2)cc1	-9	-4
O=C(Nc1nnc(CSCc2ccc(F)cc2)s1)c1ccc([N+](=O)[O-])cc1	-1	-2
CC/C(=N\O)c1ccc(O)c(OC)c1	-7	-4
Cc1ccccc1OCC(=O)N/N=C/c1ccc2c(c1)OCCO2	-64	1
Cc1nc(NC(=O)c2oc3ccccc3c2C)sc1C(=O)N(C)C	-38	-1
COc1ccccc1C1NC(=O)CS1 (stereo unspecified)	6	-2
CC1(C)Cc2noc(N)c2C(C)(C)N1OC(=O)c1ccco1	-4	0
CC1(C(=O)N(CC(=O)NC2CCCC2)Cc2ccco2)CC(=O)N=C2C=CC=CN21 (stereo unspecified)	7	-7
CCCCOC(=O)c1ccc(NC(=O)CSc2nncn2C)cc1	-17	29
Cc1ccn(Cc2n[nH]c(=S)n2Cc2ccccc2)n1	20	-6
COC(=O)c1cnc2c(C(F)(F)F)cccc2c1OC	8	-11
CCOC(=O)c1ccc(NC(=O)N2CCc3ccccc32)cc1	-40	-5
CNNC(=O)C(C)NC(=O)c1ccc(Br)cc1 (stereo unspecified)	20	-5
COc1ccc(Oc2c(Cl)cnn(-c3ccc(C)cc3)c2=O)cc1	-11	-3
Cc1onc(-c2ccccc2)c1C(=O)NCCc1ccc(Cl)cc1	1	-7
CC(Oc1ccc(Cl)cc1Cl)c1nc(-c2ccc(NC(=O)c3cccnc3)cc2)no1 (stereo unspecified)	6	-2
CCN(CC)c1ccc(NC(=O)C2CC3CCC2C3)cc1 (stereo unspecified)	-46	11
CCCn1c(CCc2ccccc2)nnc1SCC(=O)N1CCOCC1	-3	-4
COC(=O)c1cn[nH]c1NC(=S)Nc1ccc(Cl)c(Cl)c1	26	-4
Cc1ccc2c(c1)C(=O)c1ccccc1CS2=O (stereo unspecified)	4	5
O=C(NCCCn1ccnc1)c1ccccc1NS(=O)(=O)c1ccc(F)c(F)c1	27	2
CCC1CCCCN1c1nc(-c2cccc(OC)c2O)nc2ccccc12 (stereo unspecified)	4	11
CC1=CC(C)(C)N2C(=O)C3(N=C(N)NC(Nc4ccccc4)=N3)c3cc(C)cc1c32 (stereo unspecified)	-3	17
Cc1cccc(C2NC(=O)c3c(sc(C)c3C)N2)c1O (stereo unspecified)	-15	6
CC(=O)c1cc(Cl)ccc1OC(=O)c1ccco1	-9	12
COc1ccc(-c2cc3nc(C)cc(NCCO)n3n2)cc1	0	3
CCN(CC)S(=O)(=O)c1ccc2c(c1)c(=O)c(C(=O)NCc1cccs1)cn2C	3	-2
COc1ccc(C(=O)c2c(C)oc3cc([N+](=O)[O-])c(O)c([N+](=O)[O-])c23)cc1	27	-1
NC(=O)c1ccc(C(F)(F)F)n(Cc2cccc(Cl)c2)c1=O	18	1
O=C(c1ccco1)N1CCN(C(=O)C(Sc2ccccc2)c2ccccc2)CC1 (stereo unspecified)	11	-3
O=C(COc1ccc(Cl)cc1Cl)NCCSc1ccc(Cl)cc1	17	2
CCN(CC)C(=O)CSc1nnc(CCN)o1	5	-5
N#C/C(=N\Nc1ccccc1)C(=N)N1CCCCC1	-36	4

Random excerpt: four compounds from above, in no set order.
SMILES	LGR2 antag	ARNT TACC3 PPI
CCC1CCCCN1c1nc(-c2cccc(OC)c2O)nc2ccccc12 (stereo unspecified)	4	11
O=C(COc1ccc(Cl)cc1Cl)NCCSc1ccc(Cl)cc1	17	2
CC1=CC(C)(C)N2C(=O)C3(N=C(N)NC(Nc4ccccc4)=N3)c3cc(C)cc1c32 (stereo unspecified)	-3	17
CCN(CC)S(=O)(=O)c1ccc2c(c1)c(=O)c(C(=O)NCc1cccs1)cn2C	3	-2

The list continues.
SMILES	LGR2 antag	ARNT TACC3 PPI
Cc1cccc(Cn2ccc(-c3ccc(Cl)cc3)c(C#N)c2=O)c1	-1	-6
O=C(Cn1c(=O)sc2ccccc21)Nc1ccccc1	-33	-15
C=CCn1c(SCC(=O)c2cccs2)nnc1-c1cccc(OC)c1	5	1
O=C(COC(=O)CN1C(=O)C(=O)c2ccccc21)OCN1C(=O)c2ccccc2C1=O	11	-1
CC(C)Cn1c(-c2csc3ccccc23)n[nH]c1=S	23	-19
Cc1cc(C)cc(-c2nnc(SCC(=O)NCc3cccs3)o2)c1	3	5
O=C(C1CCCCN1S(=O)(=O)c1ccccc1)N1CCCCC1 (stereo unspecified)	19	-8
N#C/C(=C\c1ccc([N+](=O)[O-])cc1)c1nc(C2CC2)cs1	-9	-10
CC(=O)c1ccc(OCCCC(=O)Nc2ccc(C)c(S(=O)(=O)N(C)C)c2)cc1	5	-4
O=C(Cc1cc(=O)[nH][nH]1)N/N=C/C=C/c1ccccc1	45	-1
c1ccc(Cc2nnc3sc(-c4ccccn4)nn23)cc1	-12	17
COc1ccc(N2C(=O)NC(NC(=O)c3ccncc3)(C(F)(F)F)C2=O)cc1 (stereo unspecified)	12	-9
COc1cccc(-n2nnc3c(=O)n(Cc4ccccc4F)cnc32)c1	-12	-4
CCN(CC)c1nc(OC)nc(-n2nnc(C(C)=O)c2C)n1	-2	2
CCOc1ccccc1-c1nn2c(Cc3ccccc3)nnc2s1	1	5
Cc1ccc(-c2nc(SCC(=O)Nc3cc(S(=O)(=O)N4CCCCC4)ccc3Cl)n[nH]2)cc1	-24	3
COc1ccc(CNC(=O)Nc2cccs2)cc1OC	-29	4
CCCCOc1cccc(OCCCC)c1C(=O)Nc1cc(C)on1	12	-10
COc1ccc(CC(=O)Nc2c3c(nn2-c2cccc(C)c2C)CS(=O)C3)cc1 (stereo unspecified)	13	-2
